E-selectin induc = induces E-selectin expression in human endothelial cells; P16581; 260,000 tested, 0.37% active; activation, % at 7.58 µM; HUVEC E-selectin immunofluorescence imaging; normalized: neutral wells 0, TNF-alpha wells 100;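 active = mean E-selectin-positive cell signal at least 10% of the positive control, reached in at least 60% of replicates, without over 20% cell loss; inconclusive = no rule given, readout overlaps actives, possibly toxicity-flagged; inactive = the rest, including those meeting only one limit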;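 also: in these data hits start at about 27%; measured in HUVEC primary endothelial cells; signal is the percent of cells scored E-selectin positive by PE staining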
Target sequence (P16581 whole entry, looked up): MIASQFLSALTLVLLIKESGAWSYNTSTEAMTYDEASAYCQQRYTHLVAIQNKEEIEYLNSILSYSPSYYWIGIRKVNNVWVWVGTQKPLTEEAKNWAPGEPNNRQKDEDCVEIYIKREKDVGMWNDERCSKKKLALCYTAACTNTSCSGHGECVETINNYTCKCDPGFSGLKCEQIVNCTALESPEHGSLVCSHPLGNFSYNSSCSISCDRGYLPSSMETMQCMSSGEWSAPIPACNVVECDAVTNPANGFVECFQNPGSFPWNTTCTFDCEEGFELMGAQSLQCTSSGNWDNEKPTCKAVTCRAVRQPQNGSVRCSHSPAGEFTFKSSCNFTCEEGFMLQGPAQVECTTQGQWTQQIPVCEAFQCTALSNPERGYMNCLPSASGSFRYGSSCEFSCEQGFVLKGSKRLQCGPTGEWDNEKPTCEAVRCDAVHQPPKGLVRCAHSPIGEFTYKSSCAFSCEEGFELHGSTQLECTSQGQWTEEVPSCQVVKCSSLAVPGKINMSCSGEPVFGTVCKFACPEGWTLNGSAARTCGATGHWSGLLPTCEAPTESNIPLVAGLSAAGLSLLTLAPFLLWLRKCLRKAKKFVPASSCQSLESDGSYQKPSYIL
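System: HUVEC, human umbilical vein endothelial cells; quantity: 3,000 cells/well; buffer or medium: EGM-2 medium, gelatin-coated wells; dosing: single-point compound dose; detection: immunofluorescence imaging; evaluation: % PE-positive cells; benchmarks: TNF-alpha, DMSO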
S100A4 MyoIIA = S100A4-myosin IIA interaction inhibition; P26447; S100A4/TAMRA-MyoIIA peptide fluorescence polarization; inhibition, % at 10.7 µM; 360,000 tested, 0.14% active;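 active = mean inhibition of at least 70% across replicates, with every replicate also reaching that level; inconclusive = mean inhibition reaches 70% but some replicates fall short; inactive = mean inhibition below 70%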
Target sequence (P26447 whole entry, looked up): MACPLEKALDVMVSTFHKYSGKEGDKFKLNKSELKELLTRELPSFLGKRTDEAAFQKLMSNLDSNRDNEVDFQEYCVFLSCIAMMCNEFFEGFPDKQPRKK
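Material: S100A4 monomer (human). Medium: Calcium-containing HEPES buffer, pH 7.2. Probe or stimulus: labelled myosin peptide probe, 5 nM. Compound dosing: one concentration per compound. Timing: polarization read 5 min after assay mix addition, stable 5–60 min. Benchmarks: DMSO as neutral control, TFP as positive control.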
C2C12 statin = suppressors of simvastatin-induced myotoxicity in C2C12 myotubes | ATP luminescence, 48 h; scaled: DMSO 0, geranylgeraniol control 100 | 330,000 tested, 0.78% active | rescue of ATP level, % at 7.49 µM;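 active = mean ATP rescue above about 67%, or every replicate alone reaching that limit, limit read from the data, passing the limit was not always enough; inconclusive = no clear call, values can overlap the other calls; inactive = mean under the limit and some replicate under it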;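 also: myotubes were challenged with 10 µM simvastatin during compound exposure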
PglD inh = PglD (C. jejuni) enzyme inhibition; purified PglD enzyme, DTNB colorimetric CoA detection; inhibition, % at 12.5 µM; 360,000 tested, 0.098% active; in the data active = inhibition above about 16%, passing the limit was not always enough; inconclusive = no clear call, values can overlap the other calls; also: strong numbers were not always called active
ERp5 block = blocks human ERp5 reductase activity on insulin | Q15084 | AID 651711 | inhibition, % at 9.99 µM | 350,000 tested, 0.05% active | ERp5 insulin aggregation, absorbance 650 nm, 90 min;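 active = mean replicate inhibition above about 25%, with every replicate also reaching it, limit read from the data, passing the limit was not always enough; inconclusive = only one of those two criteria met; inactive = neither criterion met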
DENV2 CPE = DENV2-induced cell death inhibition | 350,000 tested, 1.7% active | CPE inhibition, % at 9.99 µM | DENV2-infected cells, cytopathic effect rescue, plate reader; in the data active = CPE inhibition above about 20%, passing the limit was not always enough; inconclusive = no clear call, values can overlap the other calls; tested in BHK-21 cells;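 also: 0% = median of neutral control wells and 100% = median of positive control wells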
SIRT5 block = inhibitors of human sirtuin-5 desuccinylase; 330,000 tested, 1.1% active; inhibition, % at 15 µM; AID 652115; Purified SirT5, succinyl-peptide AMC, trypsin-coupled fluorescence; in the data active = inhibition above about 15%; inconclusive = no clear call, values can overlap the other calls
Target sequence (Q9NXA8 whole entry, looked up): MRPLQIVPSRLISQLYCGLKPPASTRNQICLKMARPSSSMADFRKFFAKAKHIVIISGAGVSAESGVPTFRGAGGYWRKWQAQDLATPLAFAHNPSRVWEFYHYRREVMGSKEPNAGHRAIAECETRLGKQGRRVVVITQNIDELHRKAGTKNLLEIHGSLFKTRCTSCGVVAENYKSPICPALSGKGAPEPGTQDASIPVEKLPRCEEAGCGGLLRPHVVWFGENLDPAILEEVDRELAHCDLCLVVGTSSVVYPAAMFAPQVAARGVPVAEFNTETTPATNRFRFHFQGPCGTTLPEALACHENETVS
* hit, by the source's call; ? = inconclusive; . = not tested or not shown; & = joins results of further samples. Some of the compounds tested; rates above refer to the full screens.

SMILES	E-selectin induc	S100A4 MyoIIA	C2C12 statin	PglD inh	ERp5 block	DENV2 CPE	SIRT5 block
CCn1cc([N+](=O)[O-])c(C(=O)N2CCCc3ccccc32)n1	0.8	-2.3	1.9	-2.8	-3.5	2.3	-3.1
COc1cc(OC)cc(C(=O)NC(=S)Nc2cc3oc4ccccc4c3cc2OC)c1	.	1.0	-41.1	-2.2	5.0	?	-5.8
CCCC#Cc1cnc2c(c1)C(=O)N([C@H](C)CO)C[C@H](C)[C@H](CN(C)S(C)(=O)=O)O2	-0.5	1.7	11.7	-1.5	1.5	-6.4	0.1
COC(=O)[C@@H](Cc1c[nH]c2ccccc12)NC(=O)CNC(=O)c1ccccc1OC	2.3	-2.3	5.1	-10.6	3.6	-2.9	.
OC[C@H]1Nc2ccc(-c3ccc(F)cc3)cc2[C@@H]2[C@H]1CCN2Cc1ccc(F)cc1	-0.2	.	-8.7	-0.6	.	-4.1	.
COc1ccc2c3c([nH]c2c1)[C@H](CO)N(C(=O)Nc1ccc(F)cc1)CC31CN(C(=O)c2ccccn2)C1	0.1	6.8	.	.	1.2	11.9	8.0
C=C(C)CNC(=S)N/N=C/c1ccc([N+](=O)[O-])cc1	4.4	0.2	.	.	-8.2	1.0	1.7
C[C@H](CO)N1C[C@H](C)[C@H](CN(C)C(=O)Cc2cccnc2)Oc2ncc(Br)cc2C1=O	-0.2	-9.3&2.1	-1.9&-5.0	-5.5&2.0	13.3&-7.3	?	-4.3&-1.1
COc1ccccc1CNC(=O)/C=C/C(=O)O	0.1	1.3	-11.0	1.0	3.7	5.6	-3.8
O=C(COc1ccccc1)N=C1SC2CS(=O)(=O)CC2N1c1ccccc1 (configuration not stated)	4.4	38.0	8.1	-4.6	0.5	4.5	0.6
COc1ccc(NC(=O)N(C)C[C@H]2Oc3c(NC(=O)CCCCCC(=O)Nc4ccccc4N)cccc3C(=O)N([C@H](C)CO)C[C@@H]2C)cc1	-0.2	3.9	.	.	2.3	7.7	3.3
CC1(C(=O)NS(=O)(=O)c2cccs2)CCN1C(=O)C1CCCCC1 (configuration not stated)	-0.3	0.8	3.9	-0.8	-0.1	4.5	-0.2

Next section, starting with the last five of the part before.
SMILES	E-selectin induc	S100A4 MyoIIA	C2C12 statin	PglD inh	ERp5 block	DENV2 CPE	SIRT5 block
C[C@H](CO)N1C[C@H](C)[C@H](CN(C)C(=O)Cc2cccnc2)Oc2ncc(Br)cc2C1=O	-0.2	-9.3&2.1	-1.9&-5.0	-5.5&2.0	13.3&-7.3	?	-4.3&-1.1
COc1ccccc1CNC(=O)/C=C/C(=O)O	0.1	1.3	-11.0	1.0	3.7	5.6	-3.8
O=C(COc1ccccc1)N=C1SC2CS(=O)(=O)CC2N1c1ccccc1 (configuration not stated)	4.4	38.0	8.1	-4.6	0.5	4.5	0.6
COc1ccc(NC(=O)N(C)C[C@H]2Oc3c(NC(=O)CCCCCC(=O)Nc4ccccc4N)cccc3C(=O)N([C@H](C)CO)C[C@@H]2C)cc1	-0.2	3.9	.	.	2.3	7.7	3.3
CC1(C(=O)NS(=O)(=O)c2cccs2)CCN1C(=O)C1CCCCC1 (configuration not stated)	-0.3	0.8	3.9	-0.8	-0.1	4.5	-0.2
CC1CCN(C(=O)COC(=O)COc2ccccc2C#N)CC1	.	-6.7	-4.1	3.7	0.1	?	0.2
OCC1(CCOc2ccccc2)CCN(Cc2ccc3c(c2)OCCO3)CC1	-3.7	1.4	-3.8	-1.0	-1.1	5.0	.
CCC(C)NC(=O)Cn1c(-c2ccccc2)cc(C(C)=O)c1C (configuration not stated)	.	3.4	.	.	1.7	.	-3.7
CCC1CCCCN1CCCNC(=O)c1ccc2c(c1)NC(=O)CN2C (configuration not stated)	.	-0.6	-5.4	0.3	11.5	7.1	0.6
O=C(NCCn1ccc2ccccc21)c1ccc2c(c1)OCO2	0.1	-4.1	14.9	4.8	-2.2	0.8	-10.7
NCc1csc(Nc2cc(Oc3ccccc3)ncn2)n1	?	-2.2	0.8	21.4*	2.6	7.2	0.1
CC(=O)c1cccc(NC(=O)C(C)OC(=O)c2ccc(-n3cnnn3)cc2)c1 (configuration not stated)	-0.2	-2.2	-18.3	5.1	3.4	-0.9	-1.7
CCCCn1nc(C(=O)Nc2ccc(-n3cnnn3)cc2)c2ccccc2c1=O	-0.1	-3.6	-8.1	-7.6	-6.2	57.3*	-2.1
CS(=O)(=O)N1CCC(C(=O)Nc2ccc(C(N)=O)cc2)CC1	-0.4	3.2	10.9	-1.9	1.3	6.4	1.7
CC(=O)N(c1cccc(C(F)(F)F)c1)c1nc(/C=C/C(=O)O)cs1	1.4	0.1	.	.	-1.5	10.7	-0.4
COc1cc(OC)c(OC)cc1/C=N/Nc1nc2ccccc2[nH]1	9.0	-1.4	.	.	4.7	0.5	-2.8
COC(=O)c1ccc(COC(=O)CCS(=O)(=O)c2ccc(C)cc2)cc1	3.4	2.7	.	.	-0.2	18.9	-5.6
COc1ccc(S(=O)(=O)N(C)C[C@@H]2Oc3ccc(NC(=O)CCN4CCOCC4)cc3CC(=O)N([C@H](C)CO)C[C@H]2C)cc1	-4.4	43.2	-1.5	-0.4	-1.5	15.9	0.5
C[C@@H]1CN([C@H](C)CO)C(=O)c2cc(NC(=O)Cc3ccccc3)ccc2O[C@@H]1CN(C)C(=O)Nc1ccc(C(F)(F)F)cc1	-5.1	-35.2	-20.9	6.7	-11.6	-3.1	-3.5
COc1ccccc1NC(=O)CN1CCN(c2ccc(F)cc2)CC1	.	-12.8	3.6	-0.7	4.2	-6.6	-6.9
CCCCCCCNC(=O)C1(CC2CC(c3ccccc3)=NO2)CCN(C(=O)c2ccccc2)CC1 (configuration not stated)	-0.1	-2.4	11.1	0.2	4.5	23.8*	3.1
CCn1c(=S)[nH]c2cc(Cl)ccc21	.	3.9	8.5	.	-2.1	-3.0	-2.3
CN(Cc1ccccc1)C(=O)c1ccc(NC(=O)Cc2cccc([N+](=O)[O-])c2)cc1	0.0	0.3	-4.3	0.4	3.4	11.0	.
O=C(O)C1=C[C@H](c2ccc(C(F)(F)F)cc2)C[C@H](OCCCCO)O1	0.0	-5.0	4.5	-10.9&-0.5	-3.8	?	7.2
O=C(C[n+]1cc(-c2ccccc2)n2c1CCCCC2)c1ccc(Br)cc1	.	8.2	.	.	0.3	8.5	0.9
CC(C)Nc1ncnc2c1ncn2[C@H]1CN(Cc2ccc(Cl)cc2)C[C@@H](CO)O1	-0.2	8.0	4.0	1.2	-1.5	-1.3	-2.0
O=C(O)[C@@H]1[C@@H](CO)[C@@H]2Cn3c(ccc(-c4ccccc4)c3=O)[C@@H]2N1Cc1ccccc1F	-0.3	9.5	11.8	-1.8	5.6	-3.1	3.7
Cc1ccc(S(=O)(=O)N(C)C[C@@H]2Oc3ccc(NC(=O)Cn4cnnn4)cc3CC(=O)N([C@@H](C)CO)C[C@@H]2C)cc1	0.1	3.8	-61.6	-3.3	-21.4	-5.4	0.3
CC1Cc2nc(SCC(=O)N3CCN(c4ccccc4)CC3)n(CCc3ccccc3)c(=O)c2S1 (configuration not stated)	1.4	-7.3	7.6	-2.5	-0.7	5.2	-1.4
N#C[C@H]1[C@H](c2ccccc2-c2cccc(F)c2)[C@@H](CO)N1C(=O)C1CCC1	0.1	1.9	.	.	0.0	-4.4	2.6
CCOc1ccccc1CN1CCNC(=O)C1CC(=O)NCc1nccn1CC (configuration not stated)	0.5	-15.5	-6.4	-9.7	8.4	-2.6	0.9
CC(C)c1cn(CC[C@@H]2CC[C@H](NC(=O)C3CCCC3)[C@H](CO)O2)nn1	-0.5	-6.0	-0.3	9.9	-3.6	-13.2	3.6
COc1ccc(S(=O)(=O)N2CCOCC2)cc1NC(=O)COC(=O)CC1CC2CCC1C2 (configuration not stated)	-0.2	-2.3	13.6	-3.9	4.0	-7.1	.
O=C(NCCN1CCOCC1)C(=O)NCC1OCCN1S(=O)(=O)c1ccc(F)cc1 (configuration not stated)	0.0	-0.1	-3.5	1.2	-0.2	3.2	5.6
Cc1cc([N+](=O)[O-])cc(/C=N/n2c(C)nc3ccccc3c2=O)c1O	.	-47.6	.	.	18.6	-1.4	-0.6
Cc1c(Cl)cccc1NC(=S)N1CCCN(Cc2ccc(F)cc2)C1	.	-3.2	5.0	-7.3	1.6	15.0	0.8
O=S(=O)(c1ccccc1F)N1CCCCN2[C@H](CO)[C@@H](c3ccc(-c4cccnc4)cc3)[C@H]2C1	1.3	7.3	.	-2.4	3.4	-10.1	0.3
Cc1cc(C)c2nc(NC(=O)c3ccc(OCC4CCCO4)cc3)sc2c1 (configuration not stated)	.	0.6	.	.	1.7	7.8	2.4
CCCNC(=O)[C@H]1[C@H](CO)[C@H]2Cn3c(cccc3=O)[C@H]2N1C(=O)C1CC1	-0.3	-5.9	.	.	-1.9	9.2	-4.1
C[C@@H]1CN([C@H](C)CO)C(=O)c2cc(NS(=O)(=O)c3cccs3)ccc2O[C@H]1CN(C)Cc1ccc(Oc2ccccc2)cc1	-10.3	1.3	-57.5	3.2	1.0	4.1	5.1
Cc1cccc(NC(=O)c2nc[nH]c2C(=O)N[C@@H](CCCCNC(=O)OC(C)(C)C)C(=O)OC(C)(C)C)c1	0.6	-2.5	1.6	-3.4	1.9	?	5.1
C/C(=N\Nc1cc(N2CCOCC2)ncn1)c1ccccc1	-3.2	4.2	-3.5	-2.5	2.5	-1.4	7.3
COc1c2c(cc3c1C(CC(O)Cc1ccccc1)N(C)CC3)OCO2 (configuration not stated)	0.3	4.3	1.5	4.3	-1.5	-5.9	3.9
CSc1ccccc1C(=O)Nc1cc2c(cc1C(=O)O)OCCCO2	0.0	-2.7	1.6	-0.2	3.0	-1.2	1.6
COc1ccc(OC)c(/C=C/C(=O)OCC(=O)NCc2cccs2)c1	.	-6.7	-4.1	2.9	6.7	-1.3	-1.8
Cc1cc(N=NC(=O)c2ccccc2O)c2ccccc2c1O	.	-1.7	.	.	-3.1	-6.3	-2.2
CCCCn1c(N)c(N(CCOC)C(=O)C2CC(=O)N(c3cccc(SC)c3)C2)c(=O)[nH]c1=O (configuration not stated)	-1.7	-2.1	-4.1	.	-3.1	10.1	-1.6
Cc1noc(C)c1S(=O)(=O)Nc1ccc2c(c1)CC(=O)N([C@H](C)CO)C[C@@H](C)[C@@H](CN(C)S(=O)(=O)c1ccc(F)cc1)O2	-0.1	14.4	-0.8	0.9	-3.0	2.0	-6.0
CC(NC(=O)CCCCCCN1C(=O)c2ccccc2C1=O)c1ccc2c(c1)CCCC2 (configuration not stated)	-0.8	-1.9	-9.3	.	1.4	4.3	-5.3
CCNC(=O)C(=O)N/N=C/c1cc([N+](=O)[O-])ccc1O	0.4	-1.1	.	.	0.8	13.2	-6.6
O=C(/C=C/c1cccc([N+](=O)[O-])c1)Nc1cccc(NC(=O)c2ccco2)c1	.	0.4	.	.	-2.8	-5.7	1.5
O=C(CSc1ncc(-c2ccccc2)[nH]1)Nc1ccccc1	.	-2.6	3.0	-3.7	-8.2	-2.4	0.5
C/C=C/c1ccc2c(c1)O[C@@H](CN(C)C(=O)Cc1ccccc1)[C@H](C)CN([C@H](C)CO)S2(=O)=O	-0.4	0.7	-7.4	2.4	-0.3	-0.6	0.8
COc1cc2c(c(OC)c1OC)C(c1ccc(C)cc1)CC(=O)O2 (configuration not stated)	11.4	8.1	2.9	-1.1	-0.2	9.3	1.3
COc1cc(CC(=O)Nc2ccc3nc(SC)sc3c2)cc(OC)c1OC	-0.1	0.7	.	.	-0.1	0.2	0.0
CC(NC(=O)CN1CCN(c2ccccc2F)CC1)c1ccccc1 (configuration not stated)	0.0	-1.8	10.2	1.3	1.9	-0.1	0.8
O=C(CCN1CCCCC1)N[C@@H]1CC[C@H](CCNS(=O)(=O)c2ccc(Cl)cc2)O[C@H]1CO	-1.9	1.4	10.8	3.6	2.2	-1.9	2.5
